Assay outcomes from PubChem.
p-CIP stab down: compounds decreasing mouse p/CIP protein stability | Q05BA5 | F442A p/CIP-EGFP cells, EGFP fluorescence, 16 h | decrease of EGFP signal, % at 10 µM | 0.01% of 290,000 active | AID 1984;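 active means EGFP signal decrease of at least 30% at 10 µM or well 3 SD below plate mean, unless failing retest; inactive means the rest, including hits failing retest or dose response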; further: some compounds called inactive have numbers as strong as hits; many of its hits are not listed in these tables
MEKK3 PB1 HTS: modulators (inhibitors or enhancers) of MEK5 binding to human MEKK3 PB1 domain; Q99759; bead-based flow cytometry, Alexa488-MEK5 binding to MEKK3; actives lie on both sides; 0 = blocked by unlabeled MEK5, 100 = vehicle; binding response (% of control), % at 10 µM; 1.4% of 290,000 active; AID 1529;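 active means binding response more than 3 SD above or below the average of its plate-row segment, actives on both sides; inconclusive means wells at one plate position flagged as instrument error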;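 further: Alexa488 bead fluorescence after subtracting the streptavidin-only scavenger bead signal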
Target sequence (Q99759 whole entry, looked up, the tested form may be a part): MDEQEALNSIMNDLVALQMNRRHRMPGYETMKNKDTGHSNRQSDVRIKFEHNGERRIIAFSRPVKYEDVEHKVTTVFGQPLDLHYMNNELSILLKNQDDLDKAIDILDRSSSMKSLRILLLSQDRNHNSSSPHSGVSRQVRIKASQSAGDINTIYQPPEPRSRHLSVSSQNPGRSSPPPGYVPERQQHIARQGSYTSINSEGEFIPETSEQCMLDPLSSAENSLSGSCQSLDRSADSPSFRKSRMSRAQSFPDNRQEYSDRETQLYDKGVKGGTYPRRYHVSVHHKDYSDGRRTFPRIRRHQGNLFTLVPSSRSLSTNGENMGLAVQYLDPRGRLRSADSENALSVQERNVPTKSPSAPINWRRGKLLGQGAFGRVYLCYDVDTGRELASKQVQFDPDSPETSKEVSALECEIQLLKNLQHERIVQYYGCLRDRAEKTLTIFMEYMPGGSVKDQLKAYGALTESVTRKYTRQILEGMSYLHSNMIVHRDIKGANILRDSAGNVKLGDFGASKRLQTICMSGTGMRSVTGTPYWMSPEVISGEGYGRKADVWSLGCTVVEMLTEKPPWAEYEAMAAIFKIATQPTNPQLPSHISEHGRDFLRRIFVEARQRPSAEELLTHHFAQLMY
MEKK2 WT-MEK5: raises or lowers MEK5 binding to wildtype human MEKK2 PB1 domain. bead flow cytometry, Alexa488-MEK5 binding to MEKK2 WT; actives lie on both sides. binding response (% of control), % at 10 µM. 1.1% of 290,000 active. AID 1531; in the data active means binding response below about 67% or above about 130%; inconclusive means no clear call, values can overlap the other calls; inactive means in between
IDE cell activ: IDE (human) activation, cell-based; AID 493087; activation, % at 5.96 µM; HEK cells, FAbeta-B cleavage, fluorescence polarization; 0% vehicle, 100% cell-free pure enzyme wells; 0.073% of 340,000 active; P14735;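 active means activation above the mean of all tested compounds plus 3 SD, set per screening campaign, cut at about 17% in these data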
NALP1 yeast inh: NALP1 inhibition; S. cerevisiae NALP1/ASC/caspase-1 growth, X-gal OD620, 72 h; 0.61% of 280,000 active; inhibition, % at 10 µM; in the data active means inhibition mostly above about 24%, no sharp cut-off; inactive means mostly below about 32%; further: some compounds called inactive have numbers as strong as hits
MEKK2 mut-MEK5: signal of MEK5 binding to mutant human MEKK2 PB1 domain. bead flow cytometry, Alexa488-MEK5 binding to MEKK2 mutant. percent response, % at 10 µM. 0.35% of 290,000 active. AID 1530; in the data active means percent response above about 24%, passing the limit was not always enough; further: inactives centre near 1; some results filed as inactive read as strong as hits; reference of the scale not given here
PfM18AAP inh: PfM18AAP enzyme inhibition; recombinant PfM18AAP, H-Glu-NHMec fluorogenic cleavage; inhibition, % at 7.35 µM; 1.2% of 290,000 active;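 active means inhibition above the campaign mean inhibition over all tested compounds plus 3 SD, cut at about 28% in these data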;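 further: 0% = plate median of test compound wells and 100% = 2 mM ZnCl2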
IDE cell inh: cellular human IDE inhibition | 0.41% of 320,000 active | inhibition, % at 5.59 µM | HEK cells, FAbetaB cleavage, fluorescence polarization | P14735;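 active means percent inhibition above the average of all tested compounds plus 3 SD, set per screening campaign, cut at about 16% in these data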;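 further: IDE supplied by intact live HEK cells; FP after avidin binding of uncleaved biotin substrate so inhibition keeps polarization high; 0% = DMSO wells and 100% = 60 µM reference IDE inhibitor Ii1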
UBC9 SUMO inh: SUMOylation inhibition. AID 2006. HTRF SUMOylation assay, SAE1/SAE2 + UBC9, in vitro. inhibition, % at 35 µM. P63279. 0.36% of 290,000 active; in the data active means inhibition above about 50%, passing the limit was not always enough; inconclusive means no clear call, values can overlap the other calls; further: strong numbers were not always called active
Target sequence (P63279 whole entry, looked up): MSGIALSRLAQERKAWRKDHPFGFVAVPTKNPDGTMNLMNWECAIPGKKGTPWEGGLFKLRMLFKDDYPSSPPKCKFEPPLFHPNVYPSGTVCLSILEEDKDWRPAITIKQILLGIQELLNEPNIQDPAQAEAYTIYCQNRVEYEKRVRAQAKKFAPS
An asterisk follows results filed as active; ? = inconclusive; . = not tested or not shown; [ ] = dose if it differs, or a comment. This is a subset (hit frequency here may not be typical).

Order of results – p-CIP stab down	MEKK3 PB1 HTS	MEKK2 WT-MEK5	IDE cell activ	NALP1 yeast inh	MEKK2 mut-MEK5	PfM18AAP inh	IDE cell inh	UBC9 SUMO inh
1	O=C(NCc1ccccn1)C(C(=O)c1cccc([N+](=O)[O-])c1)n1cc(Cl)ccc1=O (stereo unspecified)
 : 4	81	86	2	-23	-2	-3	-3	-19
2	O=c1c(Cl)c(N/N=C/c2ccc(Cl)cc2)cnn1-c1ccccc1
 : 4	110	96	-1	17	-1	-1	2	38
3	COC(=O)Cc1[nH]nc2c1C(c1cccc(OC)c1OC)C(C#N)=C(N)O2 (stereo unspecified)
 : -14	103	107	3	3	2	5	0	15
4	COCCNC(=O)CCSCc1ccccc1F
 : -7	97	101	2	-2	0	3	5	20
5	COc1ccc2nc(NCCNC(=S)NCCCN3CCOCC3)c(C#N)cc2c1
 : 14	99	92	4	13	-11	3	3	28
6	Cc1ccc(N(CC(=O)NC(C)C)C(=O)CCC(=O)Nc2nccs2)c(C)c1
 : -10	101	105	6	18	2	-3	-4	8
7	COc1ccc(CCNC(=O)CSc2nnnn2Cc2ccc3c(c2)OCO3)cc1OC
 : 3	102	102	2	6	6	13	7	-4
8	O=S(=O)(/C=C/c1ccccc1)NC1CCCCCCC1
 : -1	105	101	5	47	1	0	10	-14
9	CCN(c1ccc(NS(=O)(=O)c2cc(Cl)ccc2Cl)cc1)C(C)C
 : 0	97	97	7	6	-3	26	-1	-25
10	CN1CCC(=O)N(CCSc2ccc(Br)cc2)CC1
 : 0	102	92	0	4	6	.	5	-10
11	O=C(c1ccccc1)N1CCN(C(=O)c2ccccc2)C1c1ccccc1
 : -7	102	101	1	8	4	-3	4	8
12	O=C(c1noc2c1CCc1ccccc1-2)N1CCc2ccccc2C1
 : 14	117	111	.	4	7	14	.	-6
13	COc1ccc(C2CC(=O)c3cnc(Nc4cc(C)cc(C)c4)nc3C2)cc1 (stereo unspecified)
 : -4	99	95	4	9	-3	3	0	-20
14	COC(=O)c1cc(C#N)c(N2CC(C)OC(C)C2)nc1C (stereo unspecified)
 : -7	101	99	2	1	-2	2	0	17
15	O=C(O)C1C2CCC(C2)C1C(=O)Nc1cc(F)ccc1F (stereo unspecified)
 : -4	104	100	-2	.	4	-12	0	-10
16	CCOC(=O)C1CCCN(Cc2c(C(=O)N3CCCCC3)nc3c(C)cccn23)C1 (stereo unspecified)
 : 6	103	103	0	2	7	7	-4	2
17	Cc1cccc(N2CCN(C(=O)c3ccccc3NC(=O)C3CC=CCC3C(=O)O)CC2)c1 (stereo unspecified)
 : 1	101	99	2	-1	8	8	3	25
18	Cc1nn(Cc2ccc([N+](=O)[O-])cc2)c(=O)n1-c1c(F)cccc1F
 : -6	75	80	4	28	-10	-5	1	6
19	CSc1ccc(/C=N/Nc2nc(C)cc(C)n2)cc1
 : -5	107	99	-2	7	2	1	6	12
20	COCCN(CCOC)C(=S)Nc1ccccc1
 : -7	91	89	3	-3	-1	-5	-1	-8

(list continues)
| item | SMILES | p-CIP stab down | MEKK3 PB1 HTS | MEKK2 WT-MEK5 | IDE cell activ | NALP1 yeast inh | MEKK2 mut-MEK5 | PfM18AAP inh | IDE cell inh | UBC9 SUMO inh |
| --- | --- | --- | --- | --- | --- | --- | --- | --- | --- | --- |
| 21 | CC(C)(COC(=O)Nc1ccccc1)COC(=O)Nc1ccccc1 | -17 | 96 | 96 | 4 | 24 | -2 | 0 | 2 | 1 |
| 22 | CCN(CC)CCNC(=O)c1cc2c(s1)-c1ccccc1SC2 | -13 | 107 | 146* | 6 | 12 | 25* | 8 | 2 | ? |
| 23 | CC(C)(C)n1nnnc1C(c1cccs1)N1CCN(Cc2ccc3c(c2)OCO3)CC1 (stereo unspecified) | -42 | 96 | 95 | 8 | 29 | -3 | 3 | -1 | -10 |
| 24 | O=C(CS(=O)(=O)c1ccc(Cl)cc1)Nc1nnc(-c2cccs2)o1 | -5 | 100 | 97 | 2 | 2 | -4 | 5 | 5 | . |
| 25 | O=C1/C(=C/c2cccnc2)SC(=S)N1C1CCS(=O)(=O)C1 (stereo unspecified) | -2 | 95 | 101 | 2 | 71 | -1 | 11 | 10 | -3 |
| 26 | COCCN1CCn2c(nc3cc(NC(=O)c4cccs4)ccc32)C1 | -9 | 116 | 110 | 1 | -32 | 7 | -1 | 8 | 2 |
| 27 | CCc1ccc(-c2cc(C)no2)cc1S(=O)(=O)NCCc1ccccc1 | -2 | 101 | 102 | 7 | 1 | -4 | 3 | 2 | -24 |
| 28 | COc1ccc(C(=O)n2nc(C)cc2Nc2ccccc2)cc1 | 2 | 103 | 102 | -4 | 24 | 2 | 7 | -1 | -17 |
| 29 | O=C(CCN1C(=O)C2C3C=CC(C4CC34)C2C1=O)Nc1ccc(Cl)cc1O (stereo unspecified) | 2 | 96 | 102 | 5 | 2 | 4 | 4 | 8 | 1 |
| 30 | C=CCOc1ccc(Oc2cc(C)nc(SC)n2)nn1 | 5 | 109 | 109 | 2 | 2 | 1 | 1 | 4 | 1 |
| 31 | COc1ccc(-c2ccc(C#N)c(SCC(=O)Nc3sc4c(c3C#N)CCC4)n2)cc1OC | -14 | 96 | 93 | 5 | -2 | -2 | -11 | 2 | 52* |
| 32 | COc1ccccc1NC(=O)c1sc2nc(Cc3ccccc3)cc(C(F)(F)F)c2c1N | -8 | 99 | 89 | 3 | 8 | 0 | -12 | 0 | 29 |
| 33 | O=C(Nc1ccc2c(c1)C(=O)NC2=O)c1cccc(Cl)c1 | 3 | 100 | 100 | -5 | 17 | 0 | -1 | 1 | 6 |
| 34 | O=C(Cn1cc(/C=C\[N+](=O)[O-])c2ccccc21)Nc1ccccc1 | -5 | 95 | 85 | -11 | . | 1 | 2 | -5 | 7 |
| 35 | CN(Cc1ccccc1)C(=O)COc1ccccc1 | -4 | 103 | 106 | 9 | 14 | 3 | 15 | 0 | 19 |
| 36 | Cc1cc(C)c(C#N)c(SCc2c(F)cccc2[N+](=O)[O-])n1 | -7 | 105 | 105 | -2 | 2 | 4 | -3 | 1 | 1 |
| 37 | CCOc1ccc(N(C(=O)c2snc(C(N)=O)c2N)C(CC)C(=O)NC2CCCC2)cc1 (stereo unspecified) | -9 | 102 | 99 | 3 | 4 | -3 | -9 | -4 | 12 |
| 38 | CC(C)(C)C(=O)Nc1nnc(CCc2ccccc2)s1 | 13 | 99 | 104 | 3 | 9 | 1 | 10 | 5 | -10 |
| 39 | COC(=O)c1ccc(N2CCN(C)CC2)c(NC(=O)c2ccc(Br)o2)c1 | 4 | 102 | 106 | 2 | 10 | 8 | -1 | 2 | 5 |
| 40 | Cc1ccc(C(=O)NCC(=O)N/N=C/c2cccs2)cc1[N+](=O)[O-] | 0 | 120 | 111 | -4 | -1 | 1 | -7 | 5 | 14 |
| 41 | CC(C)N(CCNC(=O)c1ccc(OCC2CCCO2)cc1)C(C)C (stereo unspecified) | 0 | 101 | 99 | 0 | 3 | 2 | -4 | 7 | -1 |
| 42 | CCCNC(=O)c1c(CSc2ccccc2)noc1C(=O)NCc1ccccc1 | -3 | 95 | 88 | 4 | 4 | -8 | . | 4 | -1 |
| 43 | C=C(C)c1cccc(C(C)(C)NC(=O)NCCCN2CCCC2=O)c1 | 4 | 94 | 98 | 6 | -15 | -1 | -4 | -3 | 12 |
| 44 | O=C(CCc1nc(-c2ccccc2F)no1)Nc1cccnc1 | 6 | 101 | 101 | 1 | 4 | 4 | -6 | 4 | -3 |
| 45 | Cc1ccsc1C(=O)NCCC(c1ccccc1)c1ccccc1 | 14 | 102 | 112 | 2 | 34 | 9 | -4 | 1 | -26 |

MEKK2 WT-MEK5: entries above that show a hit
| item | SMILES | p-CIP stab down | MEKK3 PB1 HTS | MEKK2 WT-MEK5 | IDE cell activ | NALP1 yeast inh | MEKK2 mut-MEK5 | PfM18AAP inh | IDE cell inh | UBC9 SUMO inh |
| --- | --- | --- | --- | --- | --- | --- | --- | --- | --- | --- |
| 22 | CCN(CC)CCNC(=O)c1cc2c(s1)-c1ccccc1SC2 | -13 | 107 | 146* | 6 | 12 | 25* | 8 | 2 | ? |

Results in NALP1 yeast inh, MEKK2 WT-MEK5 and p-CIP stab down, for some of the entries so far:
| cpd | Compound | NALP1 yeast inh | MEKK2 WT-MEK5 | p-CIP stab down |
| --- | --- | --- | --- | --- |
| 29 | O=C(CCN1C(=O)C2C3C=CC(C4CC34)C2C1=O)Nc1ccc(Cl)cc1O (stereo unspecified) | 2 | 102 | 2 |
| 30 | C=CCOc1ccc(Oc2cc(C)nc(SC)n2)nn1 | 2 | 109 | 5 |

(cont.)
| item | SMILES | p-CIP stab down | MEKK3 PB1 HTS | MEKK2 WT-MEK5 | IDE cell activ | NALP1 yeast inh | MEKK2 mut-MEK5 | PfM18AAP inh | IDE cell inh | UBC9 SUMO inh |
| --- | --- | --- | --- | --- | --- | --- | --- | --- | --- | --- |
| 46 | Cn1c(Cn2c(=O)sc3ccccc32)nnc1SCC(=O)NCCc1ccccc1 | -4 | 94 | 97 | 2 | 5 | -3 | 5 | 2 | -2 |
| 47 | COC(=O)c1ccc(NC(=O)CN2C(=O)c3ccccc3S2(=O)=O)cc1 | -11 | 100 | 101 | 1 | 0 | 1 | 2 | 5 | 0 |
| 48 | N#Cc1ccccc1OCC(=O)C1CC1 | -2 | 96 | 103 | 1 | 9 | 5 | -2 | -7 | 7 |
| 49 | CC1CCCN(C(=O)CN2C(=O)c3ccccc3C2=O)C1 (stereo unspecified) | -7 | 29*[inhibitor] | 13*[inhibitor] | 4 | -23 | -35 | -12 | -1 | 6 |
| 50 | CC1(C)CC(=O)C=C(C(=O)N2CCCC(CCC(=O)NCc3ccccc3F)C2)O1 (stereo unspecified) | 10 | 95 | 92 | -2 | 9 | -7 | -5 | 6 | -8 |
| 51 | CCOCCCNC(=S)N1CCC(NC(=O)c2ccco2)CC1 | 2 | 100 | 97 | 0 | -8 | -5 | -9 | 0 | 9 |

Some of the entries so far, in transposed form.
37: CCOc1ccc(N(C(=O)c2snc(C(N)=O)c2N)C(CC)C(=O)NC2CCCC2)cc1 (stereo unspecified)
38: CC(C)(C)C(=O)Nc1nnc(CCc2ccccc2)s1
39: COC(=O)c1ccc(N2CCN(C)CC2)c(NC(=O)c2ccc(Br)o2)c1
40: Cc1ccc(C(=O)NCC(=O)N/N=C/c2cccs2)cc1[N+](=O)[O-]
41: CC(C)N(CCNC(=O)c1ccc(OCC2CCCO2)cc1)C(C)C (stereo unspecified)

compound no.,37,38,39,40,41
p-CIP stab down,-9,13,4,0,0
MEKK3 PB1 HTS,102,99,102,120,101
MEKK2 WT-MEK5,99,104,106,111,99
IDE cell activ,3,3,2,-4,0
NALP1 yeast inh,4,9,10,-1,3
MEKK2 mut-MEK5,-3,1,8,1,2
PfM18AAP inh,-9,10,-1,-7,-4
IDE cell inh,-4,5,2,5,7
UBC9 SUMO inh,12,-10,5,14,-1
